Screening data deposited in PubChem by National Center for Advancing Translational Sciences (NCATS).
S3 lipid droplet = qHTS Assay for Lipid Storage Modulators in Drosophila S3 Cells. hit rate 0.64% among 320,000. Potency in µM for hits, for the others lipid storage change, negative = inhibition, % at the top dose, mostly 46.1 µM. Drosophila S3 cells, BODIPY lipid droplet fluorescence, 18-24 h; cells fed with added oleic acid. AID 2685, 2010; active = well fitted inhibition curve with a large enough effect in the signal ratio, with a control signal flat, not every such curve was filed as active; inconclusive = small, poorly fitted or top-dose-only effect, or effect the other way, or a change in a side signal; the % refers to the signal ratio
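Laser-scanning cytometry quantifies lipid droplet accumulation (500–530 nm total intensity; droplet/cell object ratio) in oleic acid-fed (400 uM added) Drosophila S3 cells treated with a concentration series. 20 uM Triacsin C defined 100% inhibition.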
S3 lipid droplet cell count max = second read-out of S3 lipid droplet, no call of its own (marks repeat the call); cell number change, %; measured here: cell count max response;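 cells counted by Cell Tracker Red CMTPX staining in the red channel; peak over a dose series mostly up to 46.1 µM; percent activity relative to internal control wells on each plate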
* hit, by the source's call; i = inactive; ? = inconclusive; / = not tested or not shown; [ ] = dose if it differs, or a comment. % is scaled to controls: 0 for no effect and ±100 for the full control effect; potency is read from the fitted curve at half-maximal effect. The list is partial; count on the stated rates, not on these rows.

SMILES | S3 lipid droplet | S3 lipid droplet cell count max
CN1CCc2c(n(CC(O)CN3C(=O)c4ccccc4S3(=O)=O)c3ccccc23)C1=O (stereo not drawn) | 1.4% | 1.1
COC(CNC(=O)c1ccc2nc(-c3cccs3)c(-c3cccs3)nc2c1)OC | ? | /
OC(CNCc1cccc(Br)c1)c1ccccc1 (stereo not drawn) | 11.8% | 1.9
CC(C)C(NS(=O)(=O)c1cc(C(=O)O)ccc1Cl)C(=O)O (stereo not drawn) | ? | /
Cc1ccc(/C=C/C(=O)NCCc2cccc(Cl)c2)o1 | i | -29.9
CC1CCCN(S(=O)(=O)c2ccc(Cl)s2)C1 (stereo not drawn) | ? | /
CCn1cc(C(=O)N[C@@H](C)C(=O)NCCO)c(=O)c2cc3c(cc21)OCO3 | 3.5% | 6.7
O=C(c1nnc(Cc2ccc(Cl)cc2)o1)N1CCc2ccccc2C1 | -1.0% | 12.4
CCSc1ccc(-c2cccc([N+](=O)[O-])c2)nn1 | -2.3% | -12.8
CC(C)(C)C(=O)Oc1ccc2cc(-c3ccc4ccccc4n3)c(=O)oc2c1 | 10.5% | 7.9

Of the compounds above, these have a thiophene ring, fused or not:
SMILES | S3 lipid droplet | S3 lipid droplet cell count max
COC(CNC(=O)c1ccc2nc(-c3cccs3)c(-c3cccs3)nc2c1)OC | ? | /
CC1CCCN(S(=O)(=O)c2ccc(Cl)s2)C1 (stereo not drawn) | ? | /

More entries follow.
SMILES | S3 lipid droplet | S3 lipid droplet cell count max
COc1ccc(N=Nc2ccc3ccccc3c2)c(O)c1 | 4.11µM* | -14.1*
COc1ccc(NC(=O)c2ccc(-n3cccn3)nc2)cc1 | ? | /
Cc1noc(C)c1COC(=O)c1cccc(S(=O)(=O)N2c3ccccc3CC2C)c1 (stereo not drawn) | 4.7% | -23.1
O=C(NCCCO)c1nc2ccccc2s1 | ? | /
Cc1ccc2cc(S(=O)(=O)NCCCN3CCOCC3)ccc2c1 | -7.8% | 7.3
COC(=O)c1cn(NC(=O)COc2ccc(Cl)cc2)c(=O)c2ccccc12 | ? | /
CN(C)CCCNC(=S)N(CCO)Cc1cc2cc3c(cc2[nH]c1=O)OCO3 | ? | /
COc1cccc(S(=O)(=O)NCc2ccc(C(=O)NCc3ccco3)cc2)c1 | i | /
Cc1ccc(-c2nc(CS(=O)CC(=O)NCCN3CCOCC3)c(C)o2)cc1 (stereo not drawn) | ? | /
c1ccc(-c2noc(CN3CCN(c4ccccc4)CC3)n2)cc1 | ? | /
COc1ccc(C2(C(=O)Nc3ccc(S(=O)(=O)Nc4nc(C)cc(C)n4)cc3)CCCC2)cc1OC | 0.5% | 13.4
CC(C(=O)O)N1C(=O)C2C3c4ccccc4C(c4ccccc43)[C@@H]2C1=O (stereo partly drawn) | -5.4% | 2.6
COc1ccc(NC2=C(C(C)=O)C(c3ccc(N(C)C)cc3)C(C(C)=O)C(C)(O)C2)cc1 (stereo not drawn) | 0.4% | 1.4
O=C1CCCC2=C1Sc1ccc(Cl)cc1N2 | -33.3% | 24.5
CC(OC(=O)CCCOc1ccccc1)C(=O)Nc1ccc(Cl)cn1 (stereo not drawn) | ? | /
Nc1nc(CN2CCN(C(=O)c3ccco3)CC2)nc(Nc2cccc(Cl)c2)n1 | -3.7% | 2.7
CN(CC(=O)Nc1sccc1C#N)C1CCCCC1 | 1.5% | -11.1
O=C(NCC(c1ccco1)N1CCCC1)c1ccccc1F (stereo not drawn) | ? | /
COc1ccc(-c2cc(C(=O)N/N=C/c3sccc3C)c3ccccc3n2)c(OC)c1 | 3.8% | -13.7
O=C(NC(=S)N1CCc2ccccc21)c1ccccc1 | -23.4% | -15.1
COc1ccc(N(C(=O)c2ccco2)C(C(=O)NC2CCCC2)c2ccncc2)cc1 (stereo not drawn) | i | 15.4
CCCCSc1nnc(-c2cc(Br)ccc2N)c(=O)[nH]1 | i | /
Cc1c(C)c2ccc(O[C@@H]3O[C@H](CO)[C@H](O)[C@H](O)[C@H]3O)cc2oc1=O | 21.7% | -22.5
Cc1cc(C)n2[nH]c(=O)c(N=Nc3cccc(Cl)c3)c2n1 | ? | /
CCOc1cc(/C=N/NC(=O)CN2CCCCC2)ccc1OCc1ccccc1 | ? | /
CCCCc1nc(SCCOC)c2c(=O)n(C)c(=O)n(C)c2n1 | ? | /
Cc1ccc(C)c(Cn2c(CN(C)Cc3ccccc3)nc3c2c(=O)n(C)c(=O)n3C)c1 | 7.0%[9.22 µM] | /
CN(CC1CCCN(CCc2ccc(F)cc2)C1)C(=O)CCC(F)(F)F (stereo not drawn) | 10.3% | 15.5
Cc1c(N)cccc1-c1nc2ccccc2[nH]1 | -2.3% | -2.6
CCOc1ccc(NS(=O)(=O)c2ccc(C(=O)NCC(c3ccco3)N(C)C)cc2)cc1 (stereo not drawn) | ? | /

An excerpt of these results, with the structure last:
S3 lipid droplet | S3 lipid droplet cell count max | molecule
10.3% | 15.5 | CN(CC1CCCN(CCc2ccc(F)cc2)C1)C(=O)CCC(F)(F)F (stereo not drawn)
? | / | Cc1cc(C)n2[nH]c(=O)c(N=Nc3cccc(Cl)c3)c2n1
? | / | CCOc1cc(/C=N/NC(=O)CN2CCCCC2)ccc1OCc1ccccc1

Next results.
SMILES | S3 lipid droplet | S3 lipid droplet cell count max
CC(NC(=O)c1csc2ccccc12)C1CCCO1 (stereo not drawn) | ? | /
CCC/C=C(\CCC)C(NC(=O)Cc1ccccc1)c1ccc(C(=O)OC)cc1 (stereo not drawn) | 21.5% | 6.5
O=C(Cc1cccs1)NCCSc1c(-c2ccc(Cl)cc2)[nH]c2ccccc12 | ? | /
CCOC(=O)/C=C/C(=O)Nc1ccccc1C(=O)NC1CCCCC1 | -1.0% | -5.2
CC1CC(C)CN(S(=O)(=O)c2cccc(C(=O)N3C(=O)c4cccc(N)c4C3=O)c2)C1 (stereo not drawn) | i | /
COc1ccc(/C=C/c2nc(S(=O)(=O)c3ccccc3)c(N(C)C)o2)cc1OC | ? | /
O=C(O)CN1C(=O)/C(=C2\SC(=S)N(C(Cc3ccccc3)C(=O)O)C2=O)c2ccccc21 (stereo not drawn) | 10.5% | -7.9
OC(CN1CCN(c2ccccc2)CC1)c1c[nH]c2ccccc12 (stereo not drawn) | 16.0% | 5.0
Cc1cccc(N2CCN(C(=O)CSCc3c(C)noc3C)CC2)c1C | ? | /
COc1cccc(-n2cnnc2SC(C)C(=O)NC2CCCC2)c1 (stereo not drawn) | ? | /

Single records, as listed above. Order of values: S3 lipid droplet, S3 lipid droplet cell count max
Shown for CCOC(=O)/C=C/C(=O)Nc1ccccc1C(=O)NC1CCCCC1 → -1.0%, -5.2
Shown for O=C(Cc1cccs1)NCCSc1c(-c2ccc(Cl)cc2)[nH]c2ccccc12 → ?, /

Remaining list, next part:
SMILES | S3 lipid droplet | S3 lipid droplet cell count max
COc1ccc2c(c1)N(C)/C(=C1/SC(=S)N(NC(C)=O)C1=O)S2 | 24.2% | -0.5
Cc1ccc(C(=O)Nc2cccc(C(=O)NC3CCCC3)c2)cc1 | 14.6µM* | 21.4*
Cn1c(=O)cc(OCC(=O)NCCCN2CCN(Cc3ccccc3)CC2)c2ccccc21 | i | /
CCN(c1ccc(OCC(=O)OCC(=O)Nc2ccc(F)c(F)c2F)cc1)S(=O)(=O)c1ccccc1 | 18.9% | /
COc1ccc(C)c2sc(=NC(=O)C(C)C)n(C)c12 | 16.4%[9.22 µM] | 1.8
CC(=O)Nc1ccc(NC(=O)C(C)n2nc(C)c([N+](=O)[O-])c2C)cc1 (stereo not drawn) | 19.1% | 11.3
COc1ccc(-c2nc(CS(=O)CC(=O)NCc3cccnc3)c(C)o2)cc1OC (stereo not drawn) | ? | /
CCN(CC)CCCNC(=O)c1ccc(N2CCCCC2)c(NS(=O)(=O)c2ccc(C)cc2)c1 | ? | /
COc1ccc(C2CC(=O)C3=C(C2)Nc2ncnn2C3c2ccccc2)cc1 (stereo not drawn) | 22.2% | 10.1
O=C(O)c1sc2cc(C(F)(F)F)cnc2c1-c1ccccc1 | ? | /
O=C(c1cccc([N+](=O)[O-])c1)N1CCc2ccccc21 | ? | /
Cc1ccn2c(/C=N/OCc3ccc(F)cc3)c(-c3ccc(Cl)cc3)nc2c1 | 22.4% | 26.8
Cc1cc(C)cc(N(CC(=O)NC2CCCC2)S(=O)(=O)c2c(C)[nH]c(=O)[nH]c2=O)c1 | -6.0% | 14.7
COc1cccc(CN2C(=O)CCC2(C)C(=O)NCCc2ccc(OC)c(OC)c2)c1 (stereo not drawn) | ? | /
O=C(Nc1ccccc1Cl)N1CCN(Cc2ccc3c(c2)OCO3)CC1 | -2.5% | 4.8
c1ccc(-c2csc3ncnc(NCc4ccccn4)c23)cc1 | -14.3% | -13.1
c1ccc([C@H]2CN3CCSC3=N2)cc1 | ? | /
O=C(NCc1ccc2c(c1)OCO2)c1ccc(-n2cnnn2)cc1 | ? | /
Cc1ccc(Cl)cc1NS(=O)(=O)c1ccc(-n2cccn2)cc1 | ? | /
Cc1ccc(C)c(Cn2c(=O)n(CCCC(=O)NCc3ccco3)c(=O)c3sccc32)c1 | ? | /
CCc1ccccc1NC(=O)CCc1c(C)nc(SC)nc1C | ? | /
c1ccc(Cn2cc(-c3ccccc3)cn2)cc1 | 19.9% | -9.2
N=c1c(C(=O)NCC2CCCO2)cc2c(=O)n3ccccc3nc2n1C1CCCC1 (stereo not drawn) | ? | /
CCOc1ccc(C(=O)OCC(=O)Nc2nc(OC)cc(OC)n2)cc1OCC | 23.6% | -2.9
COc1ccc(C(=O)NNC(=O)c2ccc(C(C)(C)C)cc2)cc1 | 1.4% | 16.1
CCC(C)n1c(SCc2ccccc2)nc2ccsc2c1=O (stereo not drawn) | ? | /
COC(=O)[C@@H](NC(=O)NC1CCCCC1C)C(C)C (stereo partly drawn) | 11.5% | 5.7
O=C(CCS(=O)(=O)Cc1ccccc1)Nc1ncc([N+](=O)[O-])s1 | ? | /
Cc1cc(C)cc(CC2CC(=O)N(c3cc(C)on3)C2=O)c1 (stereo not drawn) | 5.6% | 5.9
CC(C)Oc1ccc(C(=O)OCC(=O)NC(=O)NC2CCCC2)cc1 | ? | /

A draw from above in order of count of non-hydrogen atoms, falling.
SMILES | S3 lipid droplet | S3 lipid droplet cell count max
CCOc1ccc(C(=O)OCC(=O)Nc2nc(OC)cc(OC)n2)cc1OCC | 23.6% | -2.9
CC(C)Oc1ccc(C(=O)OCC(=O)NC(=O)NC2CCCC2)cc1 | ? | /
c1ccc(Cn2cc(-c3ccccc3)cn2)cc1 | 19.9% | -9.2

(listing goes on)
SMILES | S3 lipid droplet | S3 lipid droplet cell count max
Cc1oc(-c2cccc(C(F)(F)F)c2)nc1CN1CCC[C@H]1CO | ? | /
Cc1nc(CNC(=O)CC2C(=O)NCCN2Cc2ccoc2)nc2c1CCCC2 (stereo not drawn) | ? | /
O=C(Nc1ccon1)c1nc[nH]c1C(=O)NCc1ccccc1 | 13.6% | 13.7
CCOC(=O)CSc1nc2ccc(N)cc2s1 | 19.4% | 6.7
O=C(CCn1c(SCC(=O)c2ccccc2)nc2ccccc2c1=O)NCc1ccc(F)cc1 | ? | /
CCN(CC)CCNC(=O)c1sc2nc(-c3ccccc3)cn2c1C | ? | /
CCOC(=O)CCc1cccc2c1CCC2=O | -2.3% | -10.5
N#Cc1ccccc1S(=O)(=O)N1CCC(C(=O)NCc2ccccc2CN2CCCC2)CC1 | ? | /
COCCNc1nc2c(S(=O)(=O)c3cc(C)ccc3C)nnn2c2ccccc12 | -7.4% | 1.5
COC(=O)c1c(/N=C/NOCc2ccc(Cl)cc2)sc2c1CCN(c1ncc(C(F)(F)F)cc1Cl)C2 | ? | /
CCC(C)Sc1nc2c(c(=O)[nH]c(=O)n2C)n1C (stereo not drawn) | ? | /
O=C(O)CCC(=O)c1c[nH]c2ccccc12 | ? | /
CC(=O)Nc1ccc(CNC(=O)C[N+]2(C)CCOCC2)cc1 | ? | /
O=c1ccc(-c2ccc(S(=O)(=O)NCC3CCN(Cc4ccccc4F)CC3)s2)n[nH]1 | ? | /
COc1ccccc1NC(=O)C1=C(C)NC2=C(C(=O)CCC2)C1c1ccc2c(c1)OCO2 (stereo not drawn) | ? | /
O=C(Cn1cnc2ccccc2c1=O)Nc1cccc(S(=O)(=O)N2CCCCC2)c1 | ? | /
CCCCCCn1nc(C(=O)OCC(=O)NC2CCS(=O)(=O)C2)c2ccccc2c1=O (stereo not drawn) | ? | /
Cc1cccc(C)c1Nc1c(-c2ccccc2O)nc2ncccn12 | 20.1% | 0.4
O=S(=O)(c1ccccc1)N1N=C(c2ccc(Cl)cc2)CC1c1ccco1 (stereo not drawn) | ? | /
CN1CCC(OC(c2ccccc2)c2ccccc2)CC1 | 1.1% | 15.3
CCOC(=O)c1[nH]c2ccc(OCC)cc2c1NC(=O)CN1CCN(c2ccccn2)CC1 | ? | /
Cc1noc(C)c1S(=O)(=O)N1CCN(c2ccccc2)CC1 | ? | /
CC(Oc1ccc(F)cc1F)C(=O)/C=C/N(C)C (stereo not drawn) | i | /
Cn1nccc1C(=O)Nc1ccc(Cl)cc1 | ? | /
Cn1c(SCC(=O)c2ccc(F)cc2)nnc1-c1cccnc1 | ? | /
Cc1ccc(-c2nn3c(-c4cccc(Cl)c4)nnc3s2)cc1 | ? | /
OCCNc1nc(-c2ccccc2)c2cc(Cl)ccc2n1 | -10.6% | -9.2
COC(=O)c1cc(NC(=O)c2nn(C)c(=O)c3ccccc23)cc(C(=O)OC)c1 | ? | /
Cc1cc(-n2nc(C)cc2C)n2nc(C)c(-c3ccc(Cl)cc3)c2n1 | i | 1.9
Cc1cc(NC(=O)C(C)SCC(=O)Nc2nnc(CC(C)C)s2)no1 (stereo not drawn) | ? | /
